Tb PGK inh: inhibitors of T. brucei phosphoglycerate kinase. P07378. Potency, µM (series often up to 57.5 µM), without a hit: top-dose activity change, negative = inhibition, most hits filed as inhibitors. PGK/GAPDH coupled, Kinase-Glo luminescence, 60 min. AID 602233. 380,000 tested, 0.043% active; note: % is set by controls: 0 for no effect and ±100 for the full control effect; nearly all actives have a fitted effect of over 60% in size
Target sequence (P07378 whole entry, looked up): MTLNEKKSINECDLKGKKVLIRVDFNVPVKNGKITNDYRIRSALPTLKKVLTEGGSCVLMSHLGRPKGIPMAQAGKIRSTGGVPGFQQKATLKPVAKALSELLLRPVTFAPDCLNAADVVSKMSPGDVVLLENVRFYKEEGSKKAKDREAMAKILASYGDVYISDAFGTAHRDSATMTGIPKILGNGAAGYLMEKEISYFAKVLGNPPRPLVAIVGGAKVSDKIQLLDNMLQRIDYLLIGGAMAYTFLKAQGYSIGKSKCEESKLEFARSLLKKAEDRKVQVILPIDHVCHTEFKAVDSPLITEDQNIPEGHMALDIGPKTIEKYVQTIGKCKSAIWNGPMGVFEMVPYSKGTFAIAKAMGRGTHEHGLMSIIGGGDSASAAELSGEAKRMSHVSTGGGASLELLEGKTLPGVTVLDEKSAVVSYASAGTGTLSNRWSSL
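Luminescent ATP detection (Kinase-Glo Plus) follows a 60-minute room-temperature incubation, with wells lacking PGK as controls. Buffer: 100 mM TEA (pH 7.6), 5 mM MgCl2, 0.01% Tween-20. Coupling enzyme GAPDH (100 nM final) supplies unstable 1,3-BPG in-well.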
JMJD2A Tudor: blocks the human JMJD2A Tudor domain | AlphaScreen JMJD2A-Tudor / H3K4me3 peptide binding | Potency, µM (top dose mostly 114 µM), inactives show top-dose activity change, negative = inhibition, usual class: inhibitors | 390,000 tested, 4.4% active | AID 504339; note: % is set by controls: 0 for no effect and ±100 for the full control effect; nearly all actives have a fitted effect of over 50% in size
GLS inhibitor: inhibitors of human glutaminase (GLS) | GLS enzymatic activity, qHTS titration | Potency, µM (highest dose often 45.5 µM), for the others: at the top dose activity change, negative = inhibition, hits mostly inhibitors | 410,000 tested, 0.21% active | AID 624170; note: % is set by controls: 0 for no effect and ±100 for the full control effect
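Read-out is an Amplex red fluorescence increase coupled through glutamate oxidase and HRP, measured before and after 30 min room-temperature incubation. hKGA is in 45 mM KH2PO4 (pH 8.2) with 0.02% Tween-20; glutamine added as 1mM solution.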
rTrxR1 inhibitor: inhibitors of rat thioredoxin reductase 1 | Potency, µM (highest dose often 114 µM), for the others: at the top dose activity change, negative = inhibition, actives largely listed as inhibitors | AID 588453 | O89049 | 390,000 tested, 1% active | recombinant rTrxR1, NADPH fluorescence consumption, selenite substrate; note: % is set by controls: 0 for no effect and ±100 for the full control effect; nearly all actives have a fitted effect of over 65% in size
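Rat TrxR1 (90 nM in the dispensed reagent) was pre-reduced with 400 uM NADPH for 5 min at room temperature, then incubated with compound for 15 min. After 400 uM selenite was added, NADPH fluorescence (Ex 340/Em 450 nm) was followed for 8 min.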
12-LOX inh: inhibitors of human 12S-lipoxygenase ALOX12; Potency, µM (highest dose often 108 µM), for inactives: at the top dose activity change, negative = inhibition, most hits filed as inhibitors; AID 1671190; P18054; purified 12hLO, xylenol orange hydroperoxide absorbance; 580,000 tested, 1.1% active; note: % is set by controls: 0 for no effect and ±100 for the full control effect
Target sequence (P18054 whole entry, looked up): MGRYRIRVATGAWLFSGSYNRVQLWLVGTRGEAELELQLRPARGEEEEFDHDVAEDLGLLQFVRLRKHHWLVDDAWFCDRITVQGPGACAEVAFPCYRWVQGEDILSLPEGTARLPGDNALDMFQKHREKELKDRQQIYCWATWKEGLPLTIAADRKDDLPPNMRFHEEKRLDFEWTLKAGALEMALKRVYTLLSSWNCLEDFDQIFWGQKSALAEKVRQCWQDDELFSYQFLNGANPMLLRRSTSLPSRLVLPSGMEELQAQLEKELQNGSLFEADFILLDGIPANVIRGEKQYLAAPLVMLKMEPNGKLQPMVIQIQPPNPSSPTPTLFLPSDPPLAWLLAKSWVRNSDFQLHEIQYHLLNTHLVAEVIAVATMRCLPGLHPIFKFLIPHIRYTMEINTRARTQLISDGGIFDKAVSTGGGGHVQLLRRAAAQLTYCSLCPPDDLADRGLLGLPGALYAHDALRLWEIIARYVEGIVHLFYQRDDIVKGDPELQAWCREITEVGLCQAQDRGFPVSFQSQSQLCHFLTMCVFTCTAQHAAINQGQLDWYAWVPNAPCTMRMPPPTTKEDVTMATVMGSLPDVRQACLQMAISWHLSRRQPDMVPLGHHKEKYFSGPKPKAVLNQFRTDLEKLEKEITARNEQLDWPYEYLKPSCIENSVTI
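Purified human 12hLO at 150 nM in 25 mM Hepes, 0.01% Triton X-100, pH 7.0, preincubated 15 min at room temperature with compound. Reaction started with 40 uM arachidonic acid, 30 min at room temperature. Hydroperoxide measured by Fe-xylenol orange, 573/405 nm absorbance ratio.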
RGS4 inh: human RGS4 inhibition; AID 504845; Transcreener GDP fluorescence polarization, RGS4-accelerated GTP hydrolysis; Potency, µM (doses to about 114 µM), without a hit: top-dose activity change, negative = inhibition, most hits filed as inhibitors; P49798; 390,000 tested, 0.039% active; note: % is set by controls: 0 for no effect and ±100 for the full control effect; nearly all actives have a fitted effect of over 75% in size; some results filed as inactive show a strong effect at the top dose
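MLSMR compounds (23 nl, pin-transferred) preincubated 10 min at room temperature with a 500nM (2x) first reagent, then RGS4 at 900nM (2x) plus Transcreener GDP mix added; fluorescence polarization (620/688 nm) read before and after 90 min at 30 °C.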
Pin1 inhibitor: blocks the human prolyl isomerase Pin1. Potency, µM (top dose mostly 115 µM), for inactives: at the top dose activity, negative = inhibition, most hits filed as inhibitors. Pin1 FP peptide displacement, HiFluor488, 10 min. 390,000 tested, 0.009% active; active = well fitted inhibition curve with a large enough effect in the polarisation, with a control signal flat, not every such curve was filed as active; inconclusive = small, poorly fitted or top-dose-only effect, or effect the other way, or a change in a side signal; inactive = no such curve, though single readings can be large or run the other way; the % refers to the polarisation; note: % is set by controls: 0 for no effect and ±100 for the full control effect
ERG Ets-DNA blk: inhibitors of human ERG Ets domain-DNA interaction. P11308. fluorescence polarization, His-ERG Ets domain / labelled DNA. Potency, µM (series often up to 76.9 µM), inactives show at the top dose FP activity, negative = inhibition, most hits filed as inhibitors. 370,000 tested, 0.028% active; active = well fitted inhibition curve with a large enough effect in the polarisation, with a control signal flat; inconclusive = small, poorly fitted or top-dose-only effect, or effect the other way, or a change in a side signal; inactive = no such curve, though single readings can be large or run the other way; the % refers to the polarisation;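 note: polarization taken with two DNA probes labelled with fluorescein and Texas red; % of control where 0% means no effect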
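His-tagged ERG Ets domain (1 uM in the protein solution; 300mM KCl, 50mM Tris-HCl, 1mM EDTA, 1mM DTT, pH 7.5) received compound, then a probe mix of 5 nM fluorescein-DNA and 100nM Texas-615-DNA. Fluorescence polarization was read for both dyes.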
HP1b binding inh: HP1-beta chromodomain-methylated histone interaction inhibition. AID 540317. AlphaScreen HP1-beta / biotin-H3K9me3 peptide binding. P83916. 390,000 tested, 0.56% active. Potency, µM (highest dose often 114 µM), for inactives: at the highest dose activity change, negative = inhibition, actives largely listed as inhibitors; note: nearly all actives have a fitted effect of over 70% in size; inactives centre near 23
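HP1-beta protein (50 nM final) preincubated 30 min at room temperature with biotinylated H3(1-18)K9me3 peptide (50 nM) in PBS pH 7.4, 0.01% Tween-20, then compound added for 30 min. AlphaScreen streptavidin donor/nickel chelate acceptor beads (10 ug/mL final), 30 min dark, luminescence read.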
Active calls of the source: *; i = inactive; ? = inconclusive; . = not tested or not shown; [ ] = another dose, or the depositor's remark. Unless noted, calls come from the whole dose curve; as a rule, active = well fitted curve in the direction sought with a large enough effect; inconclusive = small, poorly fitted or top-dose-only effect, or another doubt; inactive = no such curve, though single readings can be large; an effect the other way counts as inactive or inconclusive. Potency is the fitted concentration of half-maximal effect.

SMILES | Tb PGK inh | JMJD2A Tudor | GLS inhibitor | rTrxR1 inhibitor | 12-LOX inh | RGS4 inh | Pin1 inhibitor | ERG Ets-DNA blk | HP1b binding inh
Cn1c(=O)c2c(nc(Br)n2CC(=O)c2cccs2)n(C)c1=O | -12% | -14% | 7% | 27%[57.1 µM] | 54% | -19% | 10% | 5% | 21%
CCC(=O)c1ccc(N2CCC(C)CC2)c(F)c1 | -13% | 68%[activator] | 0% | 22%[57.1 µM] | -3% | 5% | -4% | 5% | 96%[activator]
O=C(NC(=S)NCCCN1CCOCC1)c1cccc2ccccc12 | 4% | -20% | 2% | -2%[57.1 µM] | -7% | 23% | 5% | 8% | 18%
CN(C)c1ccc(C(=O)NN2C(=O)c3ccccc3C2=O)cc1 | 1% | -2% | 3% | -80% | -6% | 7% | -1% | -5% | 36%[activator]
CCOc1c(C)cc2[nH]c(CCC(=O)O)nc2c1C | -4% | -6% | 7% | 13%[57.1 µM] | 0% | 28% | -3% | 4% | 29%
CCOc1ccc(S(=O)(=O)N2CCN(C(=O)c3cc(-c4ccccc4)nn3-c3ccccc3)CC2)cc1 | -4% | -25% | 1% | -13% | ? | -5% | 1% | 2% | 11%
COc1cc(S(=O)(=O)NCCOC23CC4CC(CC(C4)C2)C3)c(OC)cc1Cl | -1% | -15% | 1% | -5% | -1% | -10% | ? | 4% | 16%
CCOC(=O)c1c(C)[nH]c(C)c1S(=O)(=O)NCC(=O)Nc1cccc(Cl)c1 | i | -24% | -9% | 17%[57.1 µM] | -28% | 0% | -7% | -1% | 2%
CCOC(=O)CC(NC(=O)Cn1nnc(-c2ccc(C(F)(F)F)cc2)n1)c1ccccc1Cl (configuration not stated) | i | -10% | -3% | 1% | -8% | 16% | 2% | -2% | 32%
CCOC(=O)C1=C(C)C(c2cccc(Oc3ccccc3)c2)NC(=S)N1 (configuration not stated) | -4% | -16% | -2% | 6%[57.1 µM] | 40µM* | -10% | -4% | -11% | -2%
COc1ccc(NC(=O)N(C2CCCCC2)C(C)c2cccnc2)c(OC)c1 (configuration not stated) | -9% | -28% | 29% | -13% | 0% | 6% | -1% | 5% | 11%
O=C(N/N=C/c1ccccc1C(=O)O)c1cccc(S(=O)(=O)N2CCOCC2)c1 | -1% | 2% | -6% | 0% | 181%[activator] | 2% | -1% | -1% | 36%
CCC(C)(C)C1CCC2(CC1)NC(=O)N(CC(=O)N(C)Cc1ccc(OC(F)F)cc1)C2=O (configuration not stated) | 9% | -6% | ? | 7%[57.1 µM] | 2% | -2% | -1% | -9% | 15%
CCCN(Cc1cccs1)C(=O)Nc1ccc(Br)c(C)c1 | 10% | 36%[activator] | 0% | 5% | 7% | 17% | 5% | 4% | 112%[activator]
Cc1ccc(C(=O)N/C(=C\c2cccs2)C(=O)NCc2cccnc2)cc1 | -2% | -5% | 1% | -14% | 9% | -6% | 0% | 9% | 32%
O=C(c1cc(N2C(=O)C3C4CCC(C4)C3C2=O)ccc1Cl)N1CCN(c2ccccc2F)CC1 (configuration not stated) | -8% | -10% | -2% | 1% | 2% | -24% | 11% | . | 33%
COc1ccc(NC(=O)N(C)C[C@H]2Oc3ccc(NS(=O)(=O)c4ccc(F)cc4)cc3C(=O)N([C@H](C)CO)C[C@@H]2C)cc1 | -7% | -21% | 11% | 14% | -11% | 2% | 4% | 4% | 12%
CC(=O)Nc1ccc(NC(=O)CCc2nc3cccnc3n2Cc2cccs2)cc1 | i | -19% | -1% | -19% | -1% | 10% | ? | 4% | 24%
CC(=NNC(=O)c1ccncc1)c1cccc(Br)c1 | -2% | 1% | 1% | 13% | -1% | 9% | 5% | 11% | 20%
C=CCOC(=O)C1=C(C)NC(=O)NC1c1cc(Cl)cc(Cl)c1OC (configuration not stated) | -5% | -2% | -1% | 13% | 38%[activator] | -11% | -3% | 3% | 14%
CCOc1ccc2nc(NC(=O)Cn3c(C)csc3=O)sc2c1 | -6% | -17% | -8% | 13% | 4% | -5% | 6% | -3% | 13%
CCOc1ccc(S(=O)(=O)c2cn(Cc3ccc(OC)cc3)c3ccc(F)cc3c2=O)cc1 | 7% | -11% | -4% | 9% | 3% | 22% | -2% | -7% | 43%[activator]
Cc1ccc2nc(CNC(=O)c3ccccc3)[nH]c2c1 | i | -12% | 2% | 14% | 2% | -33% | -1% | 9% | 25%
COc1ccc([N+](=O)[O-])cc1N1C(=O)c2cccnc2C1=O | 2% | -24% | -1% | 7% | -9% | 4% | 1% | 19% | 22%

7 entries out of the list, arranged by length of the SMILES, falling.
SMILES | Tb PGK inh | JMJD2A Tudor | GLS inhibitor | rTrxR1 inhibitor | 12-LOX inh | RGS4 inh | Pin1 inhibitor | ERG Ets-DNA blk | HP1b binding inh
COc1ccc(NC(=O)N(C)C[C@H]2Oc3ccc(NS(=O)(=O)c4ccc(F)cc4)cc3C(=O)N([C@H](C)CO)C[C@@H]2C)cc1 | -7% | -21% | 11% | 14% | -11% | 2% | 4% | 4% | 12%
CCOC(=O)CC(NC(=O)Cn1nnc(-c2ccc(C(F)(F)F)cc2)n1)c1ccccc1Cl (configuration not stated) | i | -10% | -3% | 1% | -8% | 16% | 2% | -2% | 32%
CCOC(=O)c1c(C)[nH]c(C)c1S(=O)(=O)NCC(=O)Nc1cccc(Cl)c1 | i | -24% | -9% | 17%[57.1 µM] | -28% | 0% | -7% | -1% | 2%
CCOc1ccc2nc(NC(=O)Cn3c(C)csc3=O)sc2c1 | -6% | -17% | -8% | 13% | 4% | -5% | 6% | -3% | 13%
Cc1ccc2nc(CNC(=O)c3ccccc3)[nH]c2c1 | i | -12% | 2% | 14% | 2% | -33% | -1% | 9% | 25%
CCOc1c(C)cc2[nH]c(CCC(=O)O)nc2c1C | -4% | -6% | 7% | 13%[57.1 µM] | 0% | 28% | -3% | 4% | 29%
CCC(=O)c1ccc(N2CCC(C)CC2)c(F)c1 | -13% | 68%[activator] | 0% | 22%[57.1 µM] | -3% | 5% | -4% | 5% | 96%[activator]

The listing continues:
SMILES | Tb PGK inh | JMJD2A Tudor | GLS inhibitor | rTrxR1 inhibitor | 12-LOX inh | RGS4 inh | Pin1 inhibitor | ERG Ets-DNA blk | HP1b binding inh
CCOC(=O)c1sc(NC(=O)CSc2n[nH]c(-c3ccc(Cl)cc3Cl)n2)c(C#N)c1C | 2% | -2% | -1% | 9% | ? | -16% | 11% | -1% | 35%
Oc1c(Br)cc(Br)cc1C=Nc1ccc2[nH]ncc2c1 | -10% | -19% | 0% | -19% | ? | -9% | ? | 2% | 34%
COc1cc(OC)cc(C(=O)NCc2ccc(-n3cccc3)cc2)c1 | -5% | -15% | 13% | 4% | -8% | 12% | -11% | -3% | 13%
Cc1cccc(NC(=O)COc2ccc(Br)cc2)n1 | i | 16% | 0% | 8%[57.1 µM] | -12% | 8% | -5% | -3% | 29%
COc1ccc(C(=O)c2ccc3oc(-c4ccc(OC)cc4)c(C#CCCO)c3c2)cc1 | -2% | -23% | -1% | 24% | -1% | -8% | -1% | 3% | 1%
CC(=O)C1=C(O)C(=O)N(CCCN2CCOCC2)C1c1ccccc1[N+](=O)[O-] (configuration not stated) | -1% | -30% | -4% | ? | . | -3% | ? | 66%[activator] | ?
CN(CC(=O)NC(=O)Nc1ccccc1F)Cc1ccccc1 | -1% | -3% | 1% | -1% | 12% | 35% | -1% | -4% | 27%
COC(=O)c1c(=O)n(O)c2ccc(OC)cc2[n+]1[O-] | -9% | ? | -10% | -18% | . | 3% | ? | -3% | 15%
O=C(CSc1nccc(=O)[nH]1)Nc1ccc(S(=O)(=O)N2CCOCC2)cc1 | i | -16% | 8% | 26% | 5% | -12% | 6% | . | 20%
CC(C)(C)c1ccc(S(=O)(=O)NC(Cc2ccccc2)C(=O)O)cc1 (configuration not stated) | -8% | -12% | -1% | 2% | -9% | 2% | -11% | 6% | ?
CCOc1ccc(NC(=O)CN2CCN(CC(=O)Nc3ccc(F)cc3)CC2)cc1 | 3% | -10% | -1% | -21%[57.1 µM] | 7% | 40% | 7% | 0% | 67%[activator]
COc1cc(C)nc(N2CCCC(C(=O)Nc3cccc(Cl)c3Cl)C2)n1 (configuration not stated) | -7% | -4%[11.4 µM] | -13% | 8% | ? | -3%[11.4 µM] | 2% | -2% | -12%
O=CN1CCN(C(C(=O)NC2CCCCC2)c2cc3c(cc2[N+](=O)[O-])OCO3)CC1 (configuration not stated) | 3% | -10% | -3% | 24%[57.1 µM] | ? | -7% | -12% | -1% | 16%
Fc1cc(F)c(F)c(SCCc2ccncc2)c1F | -2% | 28µM* | 18% | ? | ? | -28% | 3% | 3% | ?
CN1CCN(CC#CCC2(O)c3ccccc3-c3ccccc32)CC1 | -8% | -1% | 0% | 13% | ? | 14% | -1% | 0% | 26%
CCC(CO)Oc1cc(NCc2ccccc2C)c2ncn(C(C)C)c2c1 (configuration not stated) | 9% | ? | -7% | -20% | ? | -25% | 6% | 1% | 1%
Cc1ccc(Cn2ccc(NC(=O)c3cc(-c4ccc5c(c4)OCO5)on3)n2)cc1 | i | -11% | -2% | 18% | 5% | -30% | -4% | -20% | 21%

Assay outcomes deposited in PubChem by National Center for Advancing Translational Sciences (NCATS).

A portion of the library; rates above refer to the full screens.
